# PERK inh: block of dimerizer-induced PERK translation repression, primary screen, PERK inhibitor project, CHO PERK-DD cells, SEAP luminescence, HTS; Eukaryotic translation initiation factor 2-alpha kinase 3 (Homo sapiens), Q9NZJ5; actives 0.17% (n = 220,000); AID 1416, 2008; CHO PERK-DD fusion, SEAP luminescence translation reporter; inhibition, % at 5.6 µM;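 active = inhibition above the mean inhibition of all tested compounds plus 3 SD, set separately per screening campaign, cut at about 2.9% in these data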;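 note: PERK kinase domain activated by AP20187 dimerizer at 100 nM; 0% = DMSO with dimerizer and 100% = rapamycin at 8.4 µM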
# Ba/F3 V617F tox: reduced viability of JAK2V617F-dependent Ba/F3 cells, primary screen, JAK2V617F inhibitor project, cell-based, Ba/F3 EpoR-JAK2V617F, luminescence; ATP luminescence; inhibition, % at 5.6 µM; actives 1.1% (n = 220,000);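 active = inhibition above the campaign mean plus 3 SD over all tested compounds, cut at about 24% in these data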;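 note: cytokine-independent growth of Ba/F3 cells driven by EpoR plus mutant JAK2; 0% = DMSO-treated cells and 100% = JAK inhibitor I control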
# TRPML3 agonist: human TRPML3 channel agonists, primary screen, cell-based, HEK293 TRPML3-YFP, Fluo-8 calcium fluorescence, 3 µM; 100% = the carbachol control signal; activation, % at 3 µM; Mucolipin-3 (Homo sapiens), Q8TDD5; AID 1448, 2008; actives 0.29% (n = 220,000);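 active = activation above its plate's cutoff, the mean activation of the plate's test wells plus 3 SD, cut at about 12% in these data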;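 note: 0% = DMSO only wells and 100% = carbachol wells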
# Target sequence (Q8TDD5 whole entry, looked up): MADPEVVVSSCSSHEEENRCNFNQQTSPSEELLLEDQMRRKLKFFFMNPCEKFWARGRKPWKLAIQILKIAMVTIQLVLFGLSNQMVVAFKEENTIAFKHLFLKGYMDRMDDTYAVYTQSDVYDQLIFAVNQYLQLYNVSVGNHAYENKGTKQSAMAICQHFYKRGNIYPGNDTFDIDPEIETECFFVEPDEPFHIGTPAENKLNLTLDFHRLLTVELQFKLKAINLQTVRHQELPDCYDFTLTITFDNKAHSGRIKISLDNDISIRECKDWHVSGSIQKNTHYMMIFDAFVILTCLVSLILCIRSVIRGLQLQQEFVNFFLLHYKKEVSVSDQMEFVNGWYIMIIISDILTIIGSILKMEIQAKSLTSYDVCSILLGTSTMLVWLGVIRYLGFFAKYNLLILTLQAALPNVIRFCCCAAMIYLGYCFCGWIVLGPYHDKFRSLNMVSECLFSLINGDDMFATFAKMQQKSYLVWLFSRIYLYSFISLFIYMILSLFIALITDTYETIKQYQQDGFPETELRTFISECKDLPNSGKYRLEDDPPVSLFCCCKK
#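 Material: TRPML3-YFP stable HEK293 cells | Dosing: One concentration, 3 µM nominal, 0.3% DMSO | Timing: 125 s total fluorescence read per well | Technique: Fluo-8 calcium dye fluorescence, ex 470-495, em 515-575 nm | Measure: Percent activation from peak-to-basal fluorescence ratio, scaled between DMSO and carbachol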
# TRPN1 ag: zebrafish TRPN1 channel agonists, primary screen, cell-based, HEK293, calcium fluorescence. transient receptor potential cation channel N1 (TRPN1/NompC), Danio rerio. HEK293 zebrafish TRPN1-YFP, Fluo-8 calcium fluorescence; 100% = response to 87 µM carbachol. activation, % at 3 µM. actives 0.18% (n = 220,000). AID 1424, 2008;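 active = activation above its plate's cutoff, the mean activation of test wells on that plate plus 3 SD, cut at about 19% in these data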;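 note: 0% = DMSO alone and 100% = 87 µM carbachol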
#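 Material: zebrafish TRPN1-YFP in HEK293 cells. Doses: one dose of 3 µM, 0.3% DMSO. Incubation: dye 1 h 37 °C plus 30 min RT. Measured by: intracellular calcium fluorescence with Fluo-8.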
# EP2 mod: EP2 receptor modulators, cAMP readout, primary screen, cell-based, HTRF cAMP, PGE2 stimulation; induction, % at 25 µM; AID 940, 2007; actives 0.83% (n = 260,000); Prostaglandin E2 receptor EP2 subtype (Homo sapiens), P43116; EP2-expressing cells, cAMP HTRF FRET, PGE2 co-stimulation;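 active = compounds whose cAMP rise, as percent of the full-agonist control response, exceeds 60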;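 note: rat C6 glioma line stably carrying human EP2 under a CMV promoter; the protocol text gives 20 µM as final concentration; 100% = response of wells given 1 µM PGE2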
# Target sequence (P43116 whole entry, looked up): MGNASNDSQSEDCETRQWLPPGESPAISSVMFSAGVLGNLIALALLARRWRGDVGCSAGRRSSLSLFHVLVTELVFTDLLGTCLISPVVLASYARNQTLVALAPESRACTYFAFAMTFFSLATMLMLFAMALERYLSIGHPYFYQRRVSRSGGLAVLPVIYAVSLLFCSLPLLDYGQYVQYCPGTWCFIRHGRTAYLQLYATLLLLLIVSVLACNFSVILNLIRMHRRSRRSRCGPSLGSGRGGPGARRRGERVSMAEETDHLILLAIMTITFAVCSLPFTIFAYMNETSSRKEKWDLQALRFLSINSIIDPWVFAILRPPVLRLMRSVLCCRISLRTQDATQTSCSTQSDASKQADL
# S1P4 antag: S1P4 receptor antagonists, primary screen, cell-based; Sphingosine 1-phosphate receptor 4 (Homo sapiens), O95977; S1P4-expressing cells, antagonist mode, reporter read-out; inhibition, % at 4.98 µM; actives 0.26% (n = 220,000); AID 1510, 2009; in the data active = inhibition above about 29%;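 note: 0% = wells stimulated with agonist and 100% = vehicle wells without agonist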
# S1P4 ag: S1P4 receptor agonists, primary screen, cell-based; actives 0.35% (n = 220,000); activation, % at 4.98 µM; Sphingosine 1-phosphate receptor 4 (Homo sapiens), O95977; S1P4-expressing cell line, agonist reporter assay; in the data active = activation above about 11%;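 note: 0% = DMSO vehicle and 100% = reference agonist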
# Calpain2 inh: inhibitors of pig calpain II, primary screen, biochemical, fluorogenic peptide substrate, 1536-well; purified calpain II, 30 min; inhibition, % at 16 µM; actives 0.37% (n = 220,000);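 active = inhibition above about 50%, limit read from the data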
# BaF3 tox: parental Ba/F3 cell viability inhibition, counter-screen for JAK2V617F inhibitor project, murine pro-B, CellTiter-Glo luminescence; CellTiter-Glo ATP luminescence; actives 1.1% (n = 220,000); inhibition, % at 5.6 µM;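 active = inhibition above a per-campaign cutoff, the mean inhibition of all tested compounds plus 3 SD, cut at about 27% in these data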;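 note: 0% = DMSO wells and 100% = JAK Inhibitor I control wells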
# * = called active by the depositor; nt = not tested or not shown; & = joins results of further samples.
SMILES,PERK inh,Ba/F3 V617F tox,TRPML3 agonist,TRPN1 ag,EP2 mod,S1P4 antag,S1P4 ag,Calpain2 inh,BaF3 tox
CC(=O)Nc1ccc(S(=O)(=O)NCC(=O)NC(C)c2ccc(S(N)(=O)=O)cc2)cc1 (stereo not given),0.9,-6,0.9,0.7,-16,-5,0.8,8,-2
COc1ccccc1CNC(=O)C1CC(=O)N(C2CCCC2)C1 (stereo not given),-0.2,6,0.1,1.2,22,-5,1.0,-12,5
Cc1onc(-c2ccccc2)c1C(=O)N/N=C/c1cccs1,0.3,2,-0.8,0.9,8,-3,-0.5,20,1
COCCn1c(SCC(=O)Nc2cc(C)nn2-c2ccccc2)nnc1-c1ccncc1,0.8,-2,-0.2,-1.1,9,6,1.8,-8,3
CSc1nc(N)n(-c2cc(C(F)(F)F)ccn2)n1,-0.2,2,-0.1,-2.5,10,-6,2.8,20,3
CCC(C)(C)NC(=O)C1c2ccccc2Oc2ccccc21,0.2,1,0.1,-0.3,6,-14,0.0,-21,8
Cc1cccc(C(=O)Nc2sc3c(c2C#N)CCCCC3)c1,-0.7,-3,0.1,-0.4,-11,-16,-0.2,-206,2
OC(CNCc1ccc(-c2ccccc2)cc1)c1ccccc1 (stereo not given),-0.1,4,1.1,0.6,-50,-9,-1.3,-19,8
CCOC(=O)c1ccc(N2C(=O)CC(N3CCCC(C)C3)C2=O)cc1 (stereo not given),0.4,-2,1.2,1.7,19,-10,-1.0,-21,7
CCOc1ccc(NC(=S)N2CCC(C(N)=O)CC2)cc1,1.4,-3,0.6,1.9,2,-5,-0.1,-9,4
Nc1ccccc1C(=O)NNc1ncc(C(F)(F)F)cc1Cl,-0.2,2,0.2,0.3,-8,-6,0.5,-24,1
O=C(CNC(=O)c1cccs1)OCC(=O)c1cccs1,1.7,0,0.7,0.4,13&27,-4,0.0,-34,7

# An excerpt of these results, with tabs:
mol	PERK inh	Ba/F3 V617F tox	TRPML3 agonist	TRPN1 ag	EP2 mod	S1P4 antag	S1P4 ag	Calpain2 inh	BaF3 tox
Cc1onc(-c2ccccc2)c1C(=O)N/N=C/c1cccs1	0.3	2	-0.8	0.9	8	-3	-0.5	20	1
COCCn1c(SCC(=O)Nc2cc(C)nn2-c2ccccc2)nnc1-c1ccncc1	0.8	-2	-0.2	-1.1	9	6	1.8	-8	3
CSc1nc(N)n(-c2cc(C(F)(F)F)ccn2)n1	-0.2	2	-0.1	-2.5	10	-6	2.8	20	3
CCC(C)(C)NC(=O)C1c2ccccc2Oc2ccccc21	0.2	1	0.1	-0.3	6	-14	0.0	-21	8
Cc1cccc(C(=O)Nc2sc3c(c2C#N)CCCCC3)c1	-0.7	-3	0.1	-0.4	-11	-16	-0.2	-206	2
OC(CNCc1ccc(-c2ccccc2)cc1)c1ccccc1 (stereo not given)	-0.1	4	1.1	0.6	-50	-9	-1.3	-19	8
CCOC(=O)c1ccc(N2C(=O)CC(N3CCCC(C)C3)C2=O)cc1 (stereo not given)	0.4	-2	1.2	1.7	19	-10	-1.0	-21	7
CCOc1ccc(NC(=S)N2CCC(C(N)=O)CC2)cc1	1.4	-3	0.6	1.9	2	-5	-0.1	-9	4
Nc1ccccc1C(=O)NNc1ncc(C(F)(F)F)cc1Cl	-0.2	2	0.2	0.3	-8	-6	0.5	-24	1
O=C(CNC(=O)c1cccs1)OCC(=O)c1cccs1	1.7	0	0.7	0.4	13&27	-4	0.0	-34	7

# (list continues)
SMILES,PERK inh,Ba/F3 V617F tox,TRPML3 agonist,TRPN1 ag,EP2 mod,S1P4 antag,S1P4 ag,Calpain2 inh,BaF3 tox
O=C(COC(=O)CNC(=O)c1ccccc1)Nc1nc(-c2ccccc2)cs1,1.4,-2,-0.5,-2.0,-9,-9,3.5,6,1
CCN(C(=O)COC(=O)c1cc(-c2ccccc2)nc2c1c(C)nn2-c1ccccc1)C1CCS(=O)(=O)C1 (stereo not given),1.2,3,0.1,-0.3,28,-3,0.2,-163,8
O=C1C2C3C=CC(CC3)C2C(=O)N1/N=C/c1ccco1 (stereo not given),-0.7,1,0.6,2.5,13,-6,1.1,14,4
CSc1ccccc1NC(=O)CSCc1ccc(C)cc1,0.7,0,-0.6,-1.7,33,-13,0.6,4,2
COc1cc(C(=O)NCCN2CCOCC2)cc(OC)c1OC,0.7,-3,0.4,-0.5,16,-1,-3.4,-27,2
CCC(C)NS(=O)(=O)c1ccc(NC(=O)CCC2CCCCC2)cc1 (stereo not given),0.4,-4,0.1,-0.5,-12,-7,-0.6,26,1
O=C1COc2ccc(C(=O)c3ccccc3C(=O)NCc3ccco3)cc2N1,0.6,4,1.0,0.9,23,-1,-0.2,19,13
O=C(Nc1nnc(C2CC2)s1)c1cccc(S(=O)(=O)N2CCc3ccccc32)c1,0.1,-1,0.4,0.9,-26,-8,0.7,25,2
CCOC(=O)Nc1sc2c(c1C#N)CCC(C)C2 (stereo not given),0.0,-3,-0.7,-0.9,38,-16,1.0,25,-1
O=S(=O)(NCC1CCCO1)c1ccc(S(=O)(=O)N(Cc2ccc(F)cc2)C2CCCCC2)cc1 (stereo not given),0.7,-6,1.0,-1.6,nt,-3,1.4,nt,-2
CN(C)NC(=O)C(NC(=O)c1ccc(N)cc1)C12CC3CC(CC(C3)C1)C2 (stereo not given),0.2,0,1.1,1.2,26,-10,0.0,-16,5
COc1ccc(C(=O)C2CCCN(Cc3sc(N4CCCC4)nc3Cl)C2)c(OC)c1 (stereo not given),-0.9,-4,0.2,1.0,-15,-4,1.3,-4,1
C/C(=N\OC(=O)c1ccccc1)c1c(C)nc2cc(C)ccn12,-0.5,6,0.6,0.6,17,-21,1.1,-29,0
CSc1nc(N2CCOCC2)cc(N2CCOCC2)n1,0.5,-1,0.3,-0.9,10,17,-0.9,6,-5
O=C(Cn1cncn1)N/N=C/c1ccncc1,2.8,1,0.4,0.8,-17,-1,0.3,-24,-3
Cc1ccc(S(=O)(=O)NC(N)=NCCc2ccc(Cl)cc2)cc1C,0.5,-2,-0.1,-1.4,-25,-17,0.9,11,8
CC(=O)N=c1sc(C(C)(C)C)c(C)n1C,0.1,6,0.7,2.1,24,12,-1.7,-2,9
OCCNc1nc2ccccc2n1CC(O)c1ccccc1 (stereo not given),0.5,0,0.1,0.7,-14,-16,-0.3,-3,11
COc1cc(-n2c(=O)c3ccccc3n(CC(=O)c3ccc(Br)cc3)c2=O)cc(OC)c1OC,0.0,-1,0.6,-0.8,23,10,-0.8,6,-1
Fc1ccccc1COc1ccc(/C=N/n2cnnc2)cc1,-0.7,-1,-0.2,-1.6,-2,-14,2.5,22,1
CCc1cccc(CC)c1NC(=O)C(NS(=O)(=O)c1cccs1)c1ccccc1 (stereo not given),0.2,-3,-0.6,-2.5,29,-24,-0.4,3,1
Cc1cc(C)nc(NC(=O)C2c3ccccc3Oc3ccccc32)n1,0.0,-3,-0.1,-0.6,4,-16,2.3,-26,4
Cc1cc(N=NC(=O)c2ccccc2)ccc1O,1.3,-3,0.5,0.3,-13,-6,-0.9,15,-1
Cc1cc(C)cc(NC(=O)CCn2cnc3cc(C)c(C)cc32)c1,-0.2,3,0.2,-2.5,18&-15,-13,-0.3,16,2
O=C(c1nc2nc(-c3ccccc3)cc(C(F)(F)F)n2n1)N1CCOCC1,0.3,1,0.2,-0.2,23,-9,-0.6,-21,2
CS(=O)(=O)N1CCC(Oc2ccccc2C(=O)NC(C2CC2)C2CC2)CC1,-0.8,-1,1.1,0.9,-39,-11,3.2,-24,5
Nc1nc(-c2ccc(Cl)cc2)cn1N,0.4,3,0.1,1.6,0,22,-1.2,-23,6
O=C(O)COc1ccccc1C(Nc1ccccn1)c1cc(Cl)c2cccnc2c1O (stereo not given),0.9,1,0.7,-1.4,29,-13,0.5,-32,3
Cc1ccn2c(Nc3ccccc3)c(-c3ccccn3)nc2c1,0.2,4,0.4,-1.8,40,-6,-2.2,5,7
CCOc1ccc(/C=N/Nc2cc(C)nc(N3CCOCC3)n2)cc1,-0.9,-2,0.2,-0.5,-22,-2,0.0,-11,-1
O=C(Nc1cc(S(=O)(=O)N2CCCCC2)ccc1O)c1ccccc1NS(=O)(=O)c1ccc(F)c(F)c1,0.2,-3,-0.7,-0.3,-10,8,-0.7,6,4
COc1ccccc1NC(=O)c1ccc(CN2CCOCC2)cc1,0.2,-1,1.0,2.4,-8,-6,0.1,4,0
CCOC(=O)N1CCN(C(=O)c2c(N)no[n+]2[O-])CC1,0.8,-7,-0.5,-0.5,6,2,-1.4,-14,-1
Cc1ccc(C2=Nc3ccccc3SC(c3cccc([N+](=O)[O-])c3)C2)cc1 (stereo not given),1.1,-4,-0.7,-3.7,22,45*,1.0,14,0
Nn1c(SCc2c(F)cccc2F)nnc1-c1ccccn1,1.2,-3,0.6,0.1,13,-15,1.6,2,0
CCC(C(=O)NC1CCCC1)N(C(=O)c1snc(C(N)=O)c1N)c1ccc2c(c1)OCCO2 (stereo not given),-0.4,-2,0.6,0.7,6,-14,2.5,-4,4
N#Cc1c(SCc2cccc(Cl)c2)sc(C(=O)c2ccccc2)c1N,0.0,-1,-0.6,-0.6,40,-10,-0.8,11,4
O=c1[nH]c(CSc2ncccn2)nc2c1cnn2-c1ccccc1,0.0,1,0.1,-0.4,4,-14,0.9,7,3
O=C(CN(Cc1ccccc1)C(=O)CSc1nnc(COc2ccccc2)o1)NC1CCCC1,0.8,-1,0.8,-0.5,20,-6,0.3,22,2
COc1ccc(CCNC2=CC(=O)CC(C)(C)C2)cc1,-0.3,-1,0.1,0.9,-6,3,0.9,10,-2
Cc1ccc(NCC(=O)N/N=C/c2cc3ccccc3nc2Cl)cc1,0.3,-2,-0.3,-2.0,-31,-13,1.6,-28,0
O=C(CSCc1ccc([N+](=O)[O-])cc1)NC1CC2CCC1C2 (stereo not given),0.1,-1,0.2,1.6,-15,-7,-0.5,-1,4
Cc1nnnn1-c1cccc(C(=O)O)c1,-0.6,1,0.6,-0.2,15&15,3,0.1,-2,7
CCOc1cc(NC(=S)NCCCN2CCOCC2)c(OCC)cc1NC(=O)CC(C)C,-0.6,-2,-0.2,-1.5,10,-4,0.6,-6,-4

# Not a hit list; overall some 3.6% were active at least once.
